Compound activity from PubChem.
RORg inh: qHTS for inhibitors of ROR gamma transcriptional activity; Potency, µM (highest dose often 53.6 µM), for the others: at the highest dose activity change, negative = inhibition, most hits filed as inhibitors; Drosophila S2 Gal4-RORgamma UAS-luciferase reporter, 20 h; 310,000 tested, 5.4% active; also: potency is read from the fitted curve at half-maximal effect; % is scaled to controls: 0 for no effect and ±100 for the full control effect; nearly all actives have a fitted effect of over 60% in size
Target sequence (P51450 whole entry, looked up, the tested form may be a part): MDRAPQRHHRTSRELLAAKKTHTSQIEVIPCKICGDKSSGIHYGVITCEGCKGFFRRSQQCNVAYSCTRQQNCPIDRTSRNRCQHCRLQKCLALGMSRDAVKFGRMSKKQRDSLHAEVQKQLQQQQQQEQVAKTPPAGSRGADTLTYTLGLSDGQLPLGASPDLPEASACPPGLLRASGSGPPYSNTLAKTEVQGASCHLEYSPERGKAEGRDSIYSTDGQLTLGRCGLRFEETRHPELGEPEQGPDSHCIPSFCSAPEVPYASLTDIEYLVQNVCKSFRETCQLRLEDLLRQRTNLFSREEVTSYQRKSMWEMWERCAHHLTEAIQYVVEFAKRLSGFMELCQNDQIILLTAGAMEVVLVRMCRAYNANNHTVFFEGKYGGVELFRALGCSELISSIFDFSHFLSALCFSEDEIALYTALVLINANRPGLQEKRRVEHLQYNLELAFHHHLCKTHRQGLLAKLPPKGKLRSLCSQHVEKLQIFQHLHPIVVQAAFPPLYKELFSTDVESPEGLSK
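Luciferase reporter read in Schneider cells carrying Gal4-RORγ (mouse) and UAS-Photinus luciferase; cells given compound 1 h before 700 uM copper sulfate induction, then incubated 20 h at ambient temperature.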
p53 reactivator: qHTS assay for re-activators of p53 using a Luc reporter; H1299 p53-A138V BP100-luciferase reporter, luminescence, 24 h; 320,000 tested, 0.063% active; Potency, µM (titrated, usually from 92.2 µM), without a hit: at the highest dose activity change, positive = activation, most hits filed as activators; AID 504706, 2011; also: potency is read from the fitted curve at half-maximal effect; % of control where 0% means no effect; nearly all actives have a fitted effect of over 45% in size
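p53-null H1299 cells stably carrying temperature-sensitive p53-A138V and a BP100-luciferase reporter were pinned with compounds (4-point, 1:5 series) and held 24 hrs at 37 deg C. Luminescence was read 10 min after detection reagent.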
Rab9 prom act: qHTS Assay for Rab9 Promoter Activators | 320,000 tested, 2.8% active | AID 485297, 2010 | Potency, µM (highest dose often 9.22 µM), inactives show at the highest dose activation, negative = inhibition, hits mostly activators | Huh7 Rab9 promoter-luciferase reporter, luminescence, 24 h; also: potency is read from the fitted curve at half-maximal effect; % of control where 0% means no effect; nearly all actives have a fitted effect of over 60% in size
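Promoter activation is measured as luciferase luminescence in Huh7 cells stably transfected with a Rab9 promoter–luciferase construct, following 24 h compound exposure at 37 °C and 10 min reagent incubation at ambient temperature.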
VP16 counter: VP16 counterscreen qHTS for inhibitors of ROR gamma transcriptional activity; Drosophila S2 Gal4-VP16 UAS-luciferase, luminescence, 20 h; Potency, µM (top dose mostly 53.6 µM), for the others: at the highest dose activity, negative = inhibition, hits mostly inhibitors; 310,000 tested, 3.5% active; AID 2546, 2010;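 also: Gal4-VP16 expression switched on by copper sulfate through the metallothionein promoter; potency is read from the fitted curve at half-maximal effect; % is scaled to controls: 0 for no effect and ±100 for the full control effect; nearly all actives have a fitted effect of over 50% in size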
ELG1 genotoxic: qHTS screen for small molecules that induce genotoxicity in human embryonic kidney (HEK293T) cells expressing luciferase-tagged ELG1 | AID 504466, 2011 | 330,000 tested, 1.3% active | Potency, µM (top dose mostly 46 µM), for inactives: top-dose activity change, positive = activation, actives largely listed as activators | HEK293T ELG1-luciferase reporter, luminescence, 16 h; also: potency is read from the fitted curve at half-maximal effect; % of control where 0% means no effect; nearly all actives have a fitted effect of over 60% in size
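Step 1: seed 2,000 HEK293T ELG1-luciferase cells per well. Step 2: add compound or DMSO, incubate 16 hr at 37 °C. Step 3: ONE-Glo, 30 min at room temperature, read luminescence.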
BRCA1 expr up: qHTS Assay to Identify Small Molecule Activators of BRCA1 Expression | MCF7-BRCA1-FFLuc reporter, luminescence, 48 h; response scale: scaled: vehicle 0%, 10 µM genistein 100% | Potency, µM (titrated, usually from 46.1 µM), for inactives: at the top dose activation, usual class: activators | 380,000 tested, 1.1% active; also: potency is read from the fitted curve at half-maximal effect; nearly all actives have a fitted effect of over 80% in size; some results filed as inactive show a strong effect at the top dose
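Luminescence from a BRCA1-driven firefly luciferase in MCF7 cells was the read-out, taken 15 min after substrate addition following 48 h compound exposure at 37 °C. Data were normalized to a 10 microM genistein control and DMSO vehicle.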
NPC1 promoter act: qHTS Assay for NPC1 Promoter Activators; Huh7 NPC1 promoter luciferase reporter, 24 h; Potency, µM (series often up to 9.22 µM), without a hit: top-dose activation, usual class: activators; 320,000 tested, 2.4% active;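 also: potency is read from the fitted curve at half-maximal effect; % of control where 0% means no effect; nearly all actives have a fitted effect of over 60% in size; reporter is driven by a mutant NPC1 promoter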
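Readout is luciferase luminescence, reflecting NPC1 promoter activation in stably transfected Huh7 cells after 24 h compound exposure at 37 °C in reduced-serum medium with 10% FBS.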
FLuc modulator: qHTS profiling assay for firefly luciferase inhibitor/activator using purifed enzyme and Km concentrations of substrates (counterscreen for miR-21 project); purified FLuc, Km substrates, luminescence inhibition; Potency, µM (series often up to 57.5 µM), for inactives: at the highest dose activity change, negative = inhibition, hits mostly inhibitors; 360,000 tested, 6.9% active; Luciferin 4-monooxygenase (Photinus pyralis), P08659;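 also: potency is read from the fitted curve at half-maximal effect; plate controls were vehicle for no effect and reference inhibitor for full effect; nearly all actives have a fitted effect of over 55% in size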
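Purified P. pyralis luciferase, 10 nM final, with Km-level 10 uM D-luciferin and 10 uM ATP in 50 mM Tris acetate pH 7.5, 10 mM Mg acetate, 0.01% Tween-20, 0.05% BSA; 6-point qHTS titration about 60 µM downward; luminescence read.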
Giardia kill: Small Molecules that selectively kill Giardia lamblia: qHTS | Giardia lamblia trophozoite viability | activity change, % at 7.66 µM, hits read low | 340,000 tested, 0.15% active | AID 540267, 2011; in the data active = activity change below about -80%; inconclusive = between about -30% and that limit;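 also: parasites exposed to compound for two days anaerobically before the ATP read; % is scaled to controls: 0 for no effect and ±100 for the full control effect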
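Viability, read as ATP luminescence: trophozoites at 100 cells/well, compound added, 48 hrs anaerobic at 37 deg C, then 15-30 min room-temperature development before reading.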
PKM2 activator: qHTS Assay for Activators of Human Muscle isoform 2 Pyruvate Kinase; Pyruvate kinase PKM (Homo sapiens), P14618; purified PKM2, Kinase-Glo ATP luminescence, activation; response scale: 0% is enzyme alone, no compound; Potency, µM (highest dose often 57.5 µM), for the others: at the top dose activation, usual class: activators; 260,000 tested, 0.34% active; also: potency is read from the fitted curve at half-maximal effect; % is scaled to controls: 0 for no effect and ±100 for the full control effect; nearly all actives have a fitted effect of over 55% in size
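hPK-M2, >95% pure; 0.1 mM ADP / 0.5 mM PEP final; imidazole pH7.2 buffer w/ 7 mM MgCl2, 50 mM KCl; 1 h RT; Kinase-Glo lum. Intermediate enzyme activity for dual inhibitor/activator qHTS.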
Menin MLL FP TR: qHTS Assay for Inhibitors Targeting the Menin-MLL Interaction in MLL Related Leukemias: Competition With Texas Red Labeled MLL-derived Mutant Peptide; O00255; Menin + Texas Red MLL mutant peptide, fluorescence polarization; Potency, µM (doses to about 61.6 µM), for the others: at the highest dose FP activity change, negative = inhibition, hits mostly inhibitors; 270,000 tested, 0.23% active; AID 1768, 2009; active = well fitted inhibition curve with a large enough effect in the polarisation, with a control signal flat, not every such curve was filed as active; inconclusive = small, poorly fitted or top-dose-only effect, or effect the other way, or a change in a side signal; inactive = no such curve, though single readings can be large or run the other way; the % refers to the polarisation; also: potency is read from the fitted curve at half-maximal effect; % of control where 0% means no effect; many of its hits are not listed in these tables
Target sequence (O00255 whole entry, looked up): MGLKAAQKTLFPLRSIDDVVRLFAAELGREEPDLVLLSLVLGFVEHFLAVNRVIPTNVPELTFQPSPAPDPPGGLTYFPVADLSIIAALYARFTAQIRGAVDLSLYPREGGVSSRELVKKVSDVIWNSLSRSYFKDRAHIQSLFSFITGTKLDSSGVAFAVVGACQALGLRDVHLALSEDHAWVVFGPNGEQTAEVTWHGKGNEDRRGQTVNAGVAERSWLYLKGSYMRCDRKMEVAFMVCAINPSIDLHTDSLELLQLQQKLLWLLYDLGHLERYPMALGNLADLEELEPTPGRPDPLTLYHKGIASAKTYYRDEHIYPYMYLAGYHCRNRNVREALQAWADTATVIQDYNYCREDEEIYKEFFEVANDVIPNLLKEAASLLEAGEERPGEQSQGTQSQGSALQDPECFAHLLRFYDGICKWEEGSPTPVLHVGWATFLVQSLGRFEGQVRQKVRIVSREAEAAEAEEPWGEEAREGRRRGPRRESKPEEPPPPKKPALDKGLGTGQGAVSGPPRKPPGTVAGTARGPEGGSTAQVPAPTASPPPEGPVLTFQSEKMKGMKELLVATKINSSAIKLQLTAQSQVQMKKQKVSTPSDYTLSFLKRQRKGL
* = called active by the depositor; ? = inconclusive; · = no result given; & = joins results of further samples; [ ] = another dose, or the depositor's remark. Unless noted, calls follow the shape of the dose curve; as a rule, active = well fitted curve in the direction sought with a large enough effect; inconclusive = small, poorly fitted or top-dose-only effect, or another doubt; inactive = no such curve, though single readings can be large; an effect the other way counts as inactive or inconclusive. Not all compounds are listed; rates above refer to the full screens.

SMILES	RORg inh	p53 reactivator	Rab9 prom act	VP16 counter	ELG1 genotoxic	BRCA1 expr up	NPC1 promoter act	FLuc modulator	Giardia kill	PKM2 activator	Menin MLL FP TR
CCOC(=O)C1CCN(C(=O)C2CC(=O)N(c3ccc4c(c3)OCCO4)C2)CC1 (stereo not drawn)	5%	55%	1%	-2%	-2%	0%	-4%	6%	9	0%	·
Cc1ccc(/C=N/N2C(=O)c3ccccc3NC2c2ccc(C)cc2)cc1 (stereo not drawn)	-6%	?	?	-6%	?	51%	26%	?	-2	-4%	-17%
CC(C)C[C@H](NC(=O)c1nc[nH]c1C(=O)NC1CCNCC1)C(=O)OCc1ccccc1	·	3%	-2%	·	-1%	-5%	-4%	7%	-3	·	·
COc1ccc(CN2CC(=O)N3[C@H]4c5ccccc5OC[C@@H]4[C@H](c4ccccc4)[C@]3(C)C2=O)cc1	·	-4%	-7%	·	-4%	-43%	0%	7%	4	·	·
CCC(=O)Nc1ccc(NC(=O)c2ccc3c(c2)OCO3)cc1	35%	-3%	-6%	0%	14%	-36%	-2%	-19%	2	1%	1%
CCCn1c2ccccc2c2nnc(SCc3[nH]c(=O)[nH]c3C(=O)CCCCC(=O)OCC)nc21	?	3%	8%	?	11%	-33%	1%	2%	10	3%	8%
COc1ccc(NC(=O)COC(=O)C23CC4CC(CC(Cl)(C4)C2)C3)c(OC)c1	-1%	29%	-1%	0%	-2%	7%	-7%	-2%	-1	1%	-14%
CCOC(=O)c1[nH]c2ccc(OC)cc2c1NC(=O)c1ccc2c(c1)OCO2	22%	-1%	-2%	-13%	-4%	-11%	-3%	-9%	-6	0%	?
CN(C1=NC(=O)C(CC(=O)Nc2ccc(Br)cc2)S1)c1ccc(O)cc1 (stereo not drawn)	?	-7%	-7%	-1%	-19%	-12%	-2%	-1%	1	5%	?
O=C(NC1CCN(c2ncccn2)CC1)c1ccccc1F	-1%	-7%	-1%	-7%	1%	-6%	1%	1%	-3	·	-1%
Cc1ccc(C)c(NC(=O)C2CCCN2C(=O)NC2CCCCC2)c1 (stereo not drawn)	-8%	5%	-4%	0%	2%	-8%	-6%	-2%	-23	-1%	-3%
CC(=O)Nc1ccc(NC(=O)C(C)c2cccc(C(=O)c3ccccc3)c2)cc1 (stereo not drawn)	1%	-11%	-3%	5%	-5%	3%	1%	-16%	-8	-6%	11%
O=C(NC1CCCCCCC1)c1cnccn1	?	-4%	4%	14%	-5%	49%	5%	-4%	-8	-15%	-5%
Cc1ccccc1C(=O)Nc1nnc(CC(=O)N/N=C/c2ccncc2)s1	-13%	0%	-2%	-4%	0%	0%	0%	-1%	5	-3%	·
CCOC(=O)Cc1csc(NC(=S)NC(=O)c2ccccc2)n1	?	-10%	-10%	-94%	-3%	-64%	1%	?	9	13%	22%
Cc1oc(-c2ccc(Cl)cc2)nc1CS(=O)CC(=O)NCCCN(C)C1CCCCC1 (stereo not drawn)	-16%	·	·	-5%	·	-27%	·	1%	4	-3%	-5%
CCOC(=O)[C@H]1[C@H]2COc3ccc(C)cc3[C@@H]2N2C(=O)[C@@H](C)NC(=O)[C@@]12C	·	-8%	2%	·	4%	-1%	0%	0%	-10	·	·
CC(C)[C@H](NC(=O)[C@@H]1Cc2c([nH]c3ccccc23)C2c3ccccc3C(=O)N21)C(=O)N1CCC[C@@H]1C(=O)O (stereo partly drawn)	0%	3%	-2%	-8%	2%	1%	1%	0%	?	-5%	-22%
CC(NC(=O)c1c(O)c2ccccc2n(C)c1=O)c1ccccc1 (stereo not drawn)	-20%	21%	14%	?	-1%	56%	3%	?	13	-17%	21%
CCCCOc1ccc(-c2nnn(CC(=O)c3c[nH]c4ccccc34)n2)cc1	11%	3%	0%	-6%	2%	3%	1%	13%	-14	-1%	8.9µM*
CCc1nnc(NC(=O)C2CC(=O)N(Cc3ccccc3)C2)s1 (stereo not drawn)	10%	1%	-10%	9%	7%	39%	0%	-5%	2	-3%	10%
COc1ccc(OC)c(C(=O)c2ccc(C(=O)N3CCCCC3)cc2)c1	12%	0%	-4%	-2%	-2%	-2%	1%	7%	5	1%	1%
CCC(C)(C)NC(=O)CN(C(=O)CNS(=O)(=O)c1ccccc1)c1ccccc1	41%	-10%	0%	-2%	1%	-25%	3%	1%	-14	-1%	-23%
COc1ccc(-c2noc(CCCC(=O)NCC3CCCO3)n2)cc1 (stereo not drawn)	?	0%	0%	?	-10%	-37%	-3%	-4%	7	·	8%
Cc1nn(C(=O)c2nn(C)cc2Cl)c(C)c1Br	-4%	-8%	-6%	1%	-1%	-7%	-1%	2%	12	-7%	-3%
CCc1cccc(NC(=O)C2CC2c2ccccc2)c1 (stereo not drawn)	1%[1.91 µM]	7%	13%	-2%	0%	0%	2%	?	12	0%	23%
COc1ccc(S(=O)NC2CCCCC2)c(OC)c1C (stereo not drawn)	-9%	-9%	20%	-16%	3%	18%	-2%	1%	3	-3%	-8%
CCOC(=O)c1c(C)[nH]c(C(=O)N(C)Cc2cccc(OC)c2OC)c1C	6%	-12%	-3%	-13%	0%	-32%	5%	0%	-28	2%	-18%
O=C(CN1C(=O)CCC1=O)Nc1ccc(Br)cc1	-23%	6%	20%	-6%	-12%	3%	-1%	-8%	-2	0%	-3%
O=C(COc1cccc(C(F)(F)F)c1)NNC(=O)Cc1ccc(S(=O)(=O)N2CCOCC2)s1	·	-8%	7%	·	2%	4%	-1%	-1%	8	·	·
Cc1cccnc1NC(=O)c1ccc(Cl)c(S(=O)(=O)N2CCCCC2)c1	·	-1%	3%	·	6%	-12%	-5%	3%	-3	·	·
COc1cc(OC)cc(-c2nnc(SCC(=O)N(C(C)C)C(C)C)o2)c1	22%	0%	-2%	0%	-4%	-21%	-16%	1%	2	7%	-4%
N#Cc1ccccc1NC(=O)COC(=O)COc1ccccc1[N+](=O)[O-]	-12%	7%	-2%	4%	0%	-10%	-5%	-3%	12	-14%	-18%
CCn1cc(C2=NOC(C(=O)O)C2)c(C)n1 (stereo not drawn)	-19%	1%	-4%	1%	2%	-1%	-3%	1%	2	0%	-1%
Cc1ccc(C(=O)NCCNC(=O)c2ccco2)cc1C	10%	5%	9%	-11%	-1%	-4%	-2%	1%	0	-1%	8%
COCCOc1ccc(C(F)(F)F)cc1NC(=O)c1ccc(F)cc1	28%[10 µM]	7%	1%	-17%	11%	-20%	-4%	-1%	-7	1%	7%
Cc1nn(CC(=O)N2CCOCC2)c(=O)c2nn(-c3ccccc3)c(C)c12	0%	8%	-6%	-11%	3%	-2%	-1%	4%	-15	-3%[0.46 µM]	0%
CCN(c1ccccc1)S(=O)(=O)c1ccc(OC)c(NC(=O)c2cccs2)c1	38%	-1%	2%	-2%	-11%	-48%	-8%	-2%	8	5%	4%
COC(=O)c1c(-c2ccccc2)c(-c2ccccc2)nn(C)c1=O	10%	·	-1%	6%	-1%	-1%	0%	8%&-6%	-3	-3%	-12%
CON(C)c1nc(NCC(C)C)nc(OCC#N)n1	27%	18%	-5%	-1%	1%	-30%	-3%	-1%	-4	0%	9%
CC(=O)N(C1=C(O)c2ccccc2C(=O)C1=O)C1CCCCC1	5%	8%	0%	0%	-4%	-14%	0%	-11%	?	-5%	-22%
Cc1ccc2[nH]c3c(=O)n(N)c(=O)[nH]c3c2c1	5%	1%	-5%	-6%	4%	-29%	0%	3%	3	4%	·
CCN(CC)Cc1c(O)ccc2c(-c3ccccc3)cc(=O)oc12	-2%	-6%	-3%	-1%	-1%	2%	0%	7%	5	-2%	-1%
CCCCN(CCCC)CCCNC(=O)c1ccc2nc(-c3ccccc3NC(C)=O)c(=O)[nH]c2c1	-13%	11%	0%	-12%	0%	-14%	0%	2%	13	3%	2%
N#Cc1ccccc1OCC(=O)OCC(=O)NC1CCCCCC1	·	4%	-2%	·	1%	2%	-3%	5%	-15	·	·
Cc1ccc(C(=O)OCc2nnc(-c3ccccc3)o2)o1	1%	5%	8%	-30%	6%	4%	10%	0%	2	16%	-8%
